Screening data deposited in PubChem by National Center for Advancing Translational Sciences (NCATS).
LmPK inh = blocks Leishmania mexicana pyruvate kinase activity; Q27686; purified LmPK, Kinase-Glo ATP luminescence, 1 h; Potency, µM (series often up to 57.5 µM), for inactives: at the highest dose activity change, negative = inhibition, most hits filed as inhibitors; 0.37% of 290,000 active
Target sequence (Q27686 whole entry, looked up): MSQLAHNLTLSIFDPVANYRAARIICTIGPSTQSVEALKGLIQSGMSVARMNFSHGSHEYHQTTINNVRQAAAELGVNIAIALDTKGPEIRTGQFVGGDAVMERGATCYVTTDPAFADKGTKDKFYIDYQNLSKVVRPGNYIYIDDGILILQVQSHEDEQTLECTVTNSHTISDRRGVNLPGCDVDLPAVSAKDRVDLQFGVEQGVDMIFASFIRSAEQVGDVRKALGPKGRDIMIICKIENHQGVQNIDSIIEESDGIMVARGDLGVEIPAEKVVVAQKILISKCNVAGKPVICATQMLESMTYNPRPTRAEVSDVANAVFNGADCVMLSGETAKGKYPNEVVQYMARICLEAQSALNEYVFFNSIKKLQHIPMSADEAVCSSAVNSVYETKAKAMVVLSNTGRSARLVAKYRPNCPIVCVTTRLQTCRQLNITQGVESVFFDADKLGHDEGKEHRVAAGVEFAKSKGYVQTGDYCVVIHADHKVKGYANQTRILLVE
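0.1 nM LmPK, 0.5 mM PEP, 0.1 mM ADP; 50 mM imidazole pH 7.2, 7 mM MgCl2, 50 mM KCl; 1 h RT. Kinase-Glo luminescence readout, normalized to no-enzyme (full inhibition) and uninhibited wells.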
Pf growth 96h = P. falciparum growth inhibition at 96 hours. Potency, µM (top dose mostly 28.7 µM), inactives show at the top dose activity change, negative = inhibition, actives largely listed as inhibitors. AID 504834. P. falciparum luciferase reporter growth, 96 h. 6.9% of 320,000 active
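Two parasite generations (96 h, 37 C, 5% CO2) of compound exposure in infected erythrocytes (0.05% parasitemia, 2% hematocrit). Luciferase-reporter P. falciparum; decreased luminescence indicates inhibited growth, aimed at apicoplast-acting delayed death.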
TbPYK inhibitor = blocks Trypanosoma brucei pyruvate kinase; Q57TT1; TbPYK enzyme, Kinase-Glo Plus ATP luminescence, 45 min; Potency, µM (titrated, usually from 76.8 µM), for the others: at the top dose activity, negative = inhibition, actives largely listed as inhibitors; 0.12% of 410,000 active; note: nearly all actives have a fitted effect of over 50% in size
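Enzyme and substrate buffer are dispensed first and compound is pin-transferred. ADP at 130 uM final then starts the reaction, which runs 45 min at room temperature. Detection reagent is added for 10 min before luminescence is imaged.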
HCV inhibitor = HCV inhibition; Huh7.5.1 HCVcc-Cre infection, luciferase reporter, 44 h; Potency, µM (top dose mostly 41.8 µM), for inactives: at the top dose activity change, negative = inhibition, usual class: inhibitors; 3.4% of 340,000 active
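Compounds are dispensed onto cells plated 4 h earlier at 1,000 per well, with HCVcc-Cre virus (about 0.5 moi) added next. Following 44 h of culture, luminescent signal is measured for 15 sec after 15 min with substrate at room temperature.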
Pf growth 48h = inhibits P. falciparum growth in the first generation, 48 h. AID 504832. 5.9% of 310,000 active. Potency, µM (doses to about 28.7 µM), without a hit: at the top dose activity change, negative = inhibition, most hits filed as inhibitors. P. falciparum luciferase growth in erythrocytes, 48 h
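A one-generation exposure of luciferase-tagged malaria parasites in RPMI 1640/Albumax erythrocyte culture, 37 C and 5% CO2. Inhibition is inferred from decreased luminescence after adding detection reagent.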
Sm TGR inh = blocks Schistosoma mansoni thioredoxin glutathione reductase. purified TGR, DTNB reduction, TNB absorbance 405 nm. Potency, µM (top dose mostly 114 µM), inactives show top-dose activity change, negative = inhibition, actives largely listed as inhibitors. 3% of 360,000 active; note: nearly all actives have a fitted effect of over 60% in size
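First, TGR (20 nM dispensed) and NADPH were mixed with compound. Second, a 15 min room-temperature incubation followed. Third, further NADPH and then DTNB were added to start the reaction. Finally, TNB absorbance was monitored kinetically.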
* hit, by the source's call; ? = inconclusive; . = no result given; [ ] = dose if it differs, or a comment. Calls come from the whole dose curve; as a rule, active = well fitted curve in the direction sought with a large enough effect; inconclusive = small, poorly fitted or top-dose-only effect, or another doubt; inactive = no such curve, though single readings can be large; an effect the other way counts as inactive or inconclusive. % is set by controls: 0 for no effect and ±100 for the full control effect; potency is the fitted concentration of half-maximal effect.

SMILES	LmPK inh	Pf growth 96h	TbPYK inhibitor	HCV inhibitor	Pf growth 48h	Sm TGR inh
CCCCn1c(N)c(N(CCOC)C(=O)COC(=O)CCOc2ccc(C)cc2)c(=O)[nH]c1=O	.	?	-3.1%	9.9%	?	-7.7%
COc1cccc(CNC(=O)CC(NC(=O)c2ccccc2)c2ccccc2)c1 (stereo not given)	.	-28.3%	-1.6%	3.9%	3.4%	-3.8%
CC(=O)C1=C(C)OC2(O)c3ccccc3C(=O)C12O (stereo not given)	3.0%	21.3%	0.8%	11.2%	5.1%	-18.0%
CCN1CCN(C(=O)c2ccc3nc(-c4ccccc4)c(-c4ccccc4)nc3c2)CC1	-9.4%	?	-11.5%	?	5.0%	-17.3%
CC(C)CN1CCC(=O)N(CCSc2ccc(Br)cc2)CC1	4.3%	?	0.1%	39.5%[activator]	93.4%[activator]	3.2%
COCc1ccc(C(=O)OC(C)C(=O)Nc2c(C)n(C)n(-c3ccccc3)c2=O)cc1 (stereo not given)	.	?	-7.8%	-0.7%	19.7%	-4.5%
COc1cccc(NC(=O)CN(C)C(=O)CCN2C(=O)C3CC=CCC3C2=O)c1 (stereo not given)	.	-0.7%	-3.5%	9.2%	-1.2%	0.5%
CC(=O)N=C1SC2CS(=O)(=O)CC2N1Cc1ccc(C)cc1 (stereo not given)	-1.4%	14.7%	1.1%	-6.0%	10.4%	-4.2%
CS(=O)(=O)N(CC(=O)N1CCOCC1)Cc1ccccc1	-6.1%	122.4%[activator]	7.6%	13.6%	46.1%[activator]	0.8%
O=S(=O)(Nc1ccccc1Cl)c1ccc2[nH]c(=S)oc2c1	12.4%	9.8%	-26.8%	14.9%	-0.4%	-8.8%
Cc1cc(C)nc(NC(=S)Nc2cccc(F)c2)c1	-0.7%	14.8%	0.4%	-22.2%	?	-0.8%
NNc1nc(Nc2ccc([N+](=O)[O-])cc2)nc(N2CCCCCC2)n1	4.0%	68.7%[activator]	-1.2%	-14.1%	4.15µM*	-19.1%
Cc1cccc(NC(=S)N(Cc2cccs2)Cc2cc3cc(C)cc(C)c3[nH]c2=O)c1	1.9%	?	-21.9%	?	-16.4%	7.1%
O=C(Cc1c(F)cccc1Cl)N/N=C/c1cccnc1	1.6%	50.1%[activator]	3.4%	0.9%	?	-23.7%
CN(C)S(=O)(=O)c1cccn1-c1ncc(C(F)(F)F)cc1Cl	-3.3%	14.5%	0.2%	2.8%	.	2.9%
O=C(CSc1ncn[nH]1)NC1CC2CCC1C2 (stereo not given)	-10.9%	.	-12.5%	9.6%	-22.9%	5.9%
COc1ccc(N/C=C(\C#N)S(=O)(=O)c2ccc(Cl)cc2)c(OC)c1	3.7%	-1.9%	-18.8%	?	-30.1%[0.00184 µM]	4.1%
CC1N(O)C(C)(C)C(c2ccccc2)=[N+]1[O-] (stereo not given)	-1.5%	11.8%	1.0%	17.7%	-6.0%	3.9%
Cc1snc(SCc2cccc(Cl)c2)c1C#N	-6.0%	15.3%	-2.4%	-2.7%	16.8%	15.1%
COc1ccc(C(=O)C23CC4CC(C2)CC(C(=O)c2ccc(OC)cc2)(C4)C3)cc1	1.7%	?	-0.8%	?	-9.9%	2.9%
O=S(=O)(Nc1ncccn1)c1ccccc1	2.6%	?	-22.5%	4.0%	30.9%[activator]	-0.4%
c1cncc(-c2nc(N3CCCCCC3)c3ccccc3n2)c1	0.4%	.	-0.7%	?	0.465µM*	4.2%
C/C(CC(=O)Nc1ccc2c(c1)OCCO2)=N\NC(=O)COc1ccccc1	-3.0%	?	-1.6%	5.3%	41.7%[activator]	-19.5%
COC(=O)CCC(=O)OC1(C)C(=O)C=C2C=C(C3CC3)N(Cc3ccc4c(c3)OCO4)C=C2C1=O (stereo not given)	-3.4%[11.5 µM]	13.1µM*	5.1%	-19.0%	?	-21.6%
COc1cc2c(cc1OC)C(C)N(C(=O)c1sc(-c3cnccn3)nc1C)CC2 (stereo not given)	3.4%	?	2.3%	-6.4%	?	4.8%

Following part
SMILES	LmPK inh	Pf growth 96h	TbPYK inhibitor	HCV inhibitor	Pf growth 48h	Sm TGR inh
OCC#Cc1ncc(C(F)(F)F)cc1Cl	0.1%	0.0%	-10.1%	?	-4.9%	44.7µM*
FC(F)Sc1ccc(-n2cc(-c3ccc(Cl)cc3)[n+]3c2CCC3)cc1	0.5%	?	-1.3%	7.5%	0.738µM*	1.1%
Cc1cc(NS(=O)(=O)c2ccc(NC(=S)NC(=O)c3cccnc3)cc2)no1	4.7%	36.7%[activator]	2.9%	-5.0%	-37.3%[1.15 µM]	0.0%
CO/N=C(/CNC(=O)c1ccc(F)cc1)c1ccc(Cl)cc1	4.2%	3.1%	7.4%	?	-5.3%	-28.4%
CC(Oc1cc2oc(=O)c3c(c2cc1Cl)CCC3)C(=O)NCC1CCC(C(=O)O)CC1 (stereo not given)	0.6%	-19.0%	-3.9%	20.1%	9.5%	-12.8%
CC(C)[C@@H](CSc1ccccc1)N1CCN(Cc2ccccc2)CCC1=O	-0.1%	-7.9%	0.5%	-4.0%	14.7µM*	-7.7%
O=C(NC1CC1)C1CCN(C2CCN(C(=O)c3c(F)cccc3Cl)CC2)CC1	1.3%	21.2%	-18.2%	10.7%	15.3%	-35.8%
COc1ccc(Nc2nc(N)nc(CSc3nnc(C)s3)n2)cc1	-3.5%	?	-5.9%	6.9%	108.9%[activator]	-2.3%
Nn1c(SCc2ccccc2)nnc1C1CCCCC1	0.4%	48.5%[activator]	-4.2%	11.7%	63.9%[activator]	0.8%
CC1(C)Cc2c(cnn2-c2ccc(F)cc2)C(NC(=O)c2ccc(=O)oc2)C1 (stereo not given)	-1.8%	?	5.9%	.	?	3.3%
CC1=C(C(=O)OCc2ccccc2)C(c2ccccc2)NC(=O)N1CCCC(=O)O (stereo not given)	-4.6%	?	-3.8%	7.8%	?	-6.7%
CCOc1ccccc1NC(=O)c1nnn(CC(=O)Nc2cc(C)cc(C)c2)c1N	5.4%	?	0.9%	-3.3%	13.0%	0.7%
Cc1cc(C(=O)Oc2ccccc2C(=O)O)c(C)o1	0.9%	35.2%[activator]	-8.6%	4.8%	8.7%	-9.4%
COc1ccc(C(=O)c2c3ccccc3[n+]([O-])n2Cc2ccc(C(N)=O)cc2)cc1	.	6.57µM*	8.0%	1.2%	?	-5.2%
COC(=O)c1ccc(N(CC(=O)NC2CCCC2)C(=O)c2ccc(C)s2)cc1	-4.7%	-18.7%	4.9%	-27.8%	?	10.2%
CCn1cc(C(=O)NCC(C)C)c(=O)c2cc(F)c(N3CCN(C)CC3)cc21	3.8%	-17.6%	-4.2%	-19.7%	-9.3%	-2.4%
O=C(NCCCn1ccnc1)c1cc([N+](=O)[O-])cc([N+](=O)[O-])c1	-3.2%	?	7.7%	-0.8%	-3.3%	-8.4%
CCOc1nc(SC(C(C)=O)C(=O)Nc2ccccc2)nc(N(C)C)n1 (stereo not given)	-4.2%	52.1%[activator]	-0.5%	12.0%	33.3%[activator]	-27.5%
CCCCN(CC)S(=O)(=O)c1ccc(C(=O)Nc2nnc(CSC)o2)cc1	0.8%	10.5%	1.7%	-25.0%	?	6.3%
CC(=O)Nc1ccc(S(=O)(=O)N2CC(=O)NC(=O)C2)cc1	-3.1%	9.7%	0.6%	1.9%	?	-24.6%
CC(NC(=O)Cc1ccccc1)c1cc2c(cc1Br)OCCCO2 (stereo not given)	1.1%	3.1%	-5.2%	-22.0%	8.4%	7.8%
CC(C(=O)NCc1ccccc1)N1C(=O)C2CC=C(Cl)CC2C1=O (stereo not given)	-9.5%	.	6.3%	19.0%	2.3%	-15.3%
CCOc1ccc(-c2nnc(NC3=NCCCCC3)o2)cc1	-8.1%	.	3.0%	?	103.0%[activator]	-6.5%
COc1ccccc1CN(C(=O)CNC(=O)c1ccco1)C(C(=O)NCC1CCCO1)c1ccccc1 (stereo not given)	-0.8%	-9.0%	-5.9%	-3.2%	3.9%	6.0%
CCN(CC)c1ccc(/C=N/NS(=O)(=O)c2ccc(CNC(C)=O)cc2)cc1	0.0%	9.9%	-4.4%	-6.3%	29.2%	-27.3%

(further entries)
SMILES	LmPK inh	Pf growth 96h	TbPYK inhibitor	HCV inhibitor	Pf growth 48h	Sm TGR inh
c1csc(-c2nc(N3CCOCC3)c3ccccc3n2)c1	0.4%	4.4%	0.5%	11.2µM*	-0.6%	1.5%
Cc1ccc(Nc2nc(C(=O)NCC3CCCO3)cs2)cc1 (stereo not given)	5.3%	-7.4%	6.6%	-14.9%	98.7%[activator]	9.0%
Cc1c(C(c2ccccc2Br)c2c(C)n(C)n(-c3ccccc3)c2=O)c(=O)n(-c2ccccc2)n1C	1.7%	?	-4.1%	-14.2%	-19.1%	0.0%
Cc1ccc(OCC(=O)Nc2ccc(S(=O)(=O)Nc3cc(C)nc(C)n3)cc2)cc1	2.4%	14.1%	2.1%	9.5%	-13.8%	-10.2%
COc1cc(Br)cc2cc(C(=O)N3CCOCC3)c(=O)oc12	-0.2%	3.29µM*	-10.9%	17.1%	39.4%[activator]	-6.5%
COc1ccc(N(CC(=O)NCCc2ccc(S(N)(=O)=O)cc2)S(=O)(=O)c2c(C)noc2C)cc1	3.2%	?	1.4%	19.2%	-20.7%	6.5%
CCn1c(-c2ccccc2Cl)nn(CC(=O)Nc2ccccc2C)c1=S	-6.9%	?	-17.3%	-14.7%	?	9.9%
Cc1cc(NC(=O)CSc2ccnc(=O)[nH]2)no1	.	12.8%	-8.9%	9.7%	31.5%	0.4%
C=CCn1c(COc2ccccc2)nnc1SCC(=O)C(C)(C)C	0.6%	0.0%	5.5%	4.3%	-29.3%	-20.1%
CC1CCCCC1NC(=O)CSc1nnc(-c2ccco2)n1C (stereo not given)	.	-19.1%	4.8%	16.3%	?	-13.2%
COc1ccc(C2(C(=O)Nc3nncs3)CCCC2)cc1	-1.7%	?	24.4%	3.3%	.	-0.4%
COC(=O)N/N=C/c1cc(OC)c(O)c([N+](=O)[O-])c1	-7.0%	-1.5%	-13.5%	0.9%	7.4%	6.1%
CC(C)N(Cc1nc2ccccc2c(=O)[nH]1)C(=O)c1ccc(NC(=O)CSc2nnnn2C)cc1	.	13.1µM*	-3.7%	13.8%	?	-1.2%

Copied from the results shown, nine compounds:
SMILES	LmPK inh	Pf growth 96h	TbPYK inhibitor	HCV inhibitor	Pf growth 48h	Sm TGR inh
c1csc(-c2nc(N3CCOCC3)c3ccccc3n2)c1	0.4%	4.4%	0.5%	11.2µM*	-0.6%	1.5%
Cc1ccc(Nc2nc(C(=O)NCC3CCCO3)cs2)cc1 (stereo not given)	5.3%	-7.4%	6.6%	-14.9%	98.7%[activator]	9.0%
Cc1c(C(c2ccccc2Br)c2c(C)n(C)n(-c3ccccc3)c2=O)c(=O)n(-c2ccccc2)n1C	1.7%	?	-4.1%	-14.2%	-19.1%	0.0%
Cc1ccc(OCC(=O)Nc2ccc(S(=O)(=O)Nc3cc(C)nc(C)n3)cc2)cc1	2.4%	14.1%	2.1%	9.5%	-13.8%	-10.2%
COc1cc(Br)cc2cc(C(=O)N3CCOCC3)c(=O)oc12	-0.2%	3.29µM*	-10.9%	17.1%	39.4%[activator]	-6.5%
COc1ccc(N(CC(=O)NCCc2ccc(S(N)(=O)=O)cc2)S(=O)(=O)c2c(C)noc2C)cc1	3.2%	?	1.4%	19.2%	-20.7%	6.5%
CCn1c(-c2ccccc2Cl)nn(CC(=O)Nc2ccccc2C)c1=S	-6.9%	?	-17.3%	-14.7%	?	9.9%
Cc1cc(NC(=O)CSc2ccnc(=O)[nH]2)no1	.	12.8%	-8.9%	9.7%	31.5%	0.4%
C=CCn1c(COc2ccccc2)nnc1SCC(=O)C(C)(C)C	0.6%	0.0%	5.5%	4.3%	-29.3%	-20.1%
